HCMV inh = human cytomegalovirus inhibition. HFF cells, HCMV-luciferase reporter, 72 h; active compounds read low. activity change, negative = inhibition, % at 57.5 µM. actives 4.5% (n = 410,000). AID 1259415; in the data active = activity change below about -60%; inconclusive = no clear call, values can overlap the other calls; inactive = above about -39%
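Luciferase read-out from HCMV-luciferase-infected HFFs (MOI 1 PFU/cell) 72 h post infection at 37C; compounds added after 16 h cell attachment; activity normalized between buffer-only basal and Salinomycin (10uM) inhibitor controls.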
Sm TGR inh = inhibitors of Schistosoma mansoni thioredoxin glutathione reductase | actives 3% (n = 360,000) | Q962Y6 | purified TGR, DTNB reduction, TNB absorbance 405 nm | Potency, µM (doses to about 114 µM), without a hit: top-dose activity change, negative = inhibition, usual class: inhibitors | AID 485364; note: potency is the fitted concentration of half-maximal effect; nearly all actives have a fitted effect of over 60% in size
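First, TGR (20 nM dispensed) and NADPH were mixed with compound. Second, a 15 min room-temperature incubation followed. Third, further NADPH and then DTNB were added to start the reaction. Finally, TNB absorbance was monitored kinetically.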
Giardia FBPA inh = blocks Giardia fructose-bisphosphate aldolase activity; actives 0.71% (n = 290,000); Potency, µM (doses to about 59.6 µM), for the others: at the highest dose activity, negative = inhibition, usual class: inhibitors; purified Giardia FBPA; A8B2U2; AID 2451; note: potency is the fitted concentration of half-maximal effect; nearly all actives have a fitted effect of over 55% in size
Target sequence (A8B2U2 whole entry, looked up): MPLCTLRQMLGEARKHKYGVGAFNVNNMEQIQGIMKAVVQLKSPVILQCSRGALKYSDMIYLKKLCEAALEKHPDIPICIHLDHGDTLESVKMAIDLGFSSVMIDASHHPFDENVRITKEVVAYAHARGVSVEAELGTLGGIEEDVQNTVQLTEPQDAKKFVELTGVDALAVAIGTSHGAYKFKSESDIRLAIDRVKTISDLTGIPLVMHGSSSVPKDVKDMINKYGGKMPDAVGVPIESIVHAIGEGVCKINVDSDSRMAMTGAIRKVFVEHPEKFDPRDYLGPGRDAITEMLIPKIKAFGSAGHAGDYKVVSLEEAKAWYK
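40 nM FBPA preincubated 10 min at RT with compound (up to 57.5 uM final), then substrate plus GAPDH/TPI/NAD/arsenate coupling and diaphorase/resazurin added. Fluorescence read after 20 min at RT, 525/598 nm.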
AmpC detergent = blocks E. coli AmpC beta-lactamase in detergent assay | P00811 | actives 0.041% (n = 370,000) | AID 485294 | AmpC hydrolysis of nitrocefin, absorbance 480 nm, 0.01% Triton | Potency, µM (titrated, usually from 114 µM), inactives show top-dose activity change, negative = inhibition, most hits filed as inhibitors;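 note: potency is the fitted concentration of half-maximal effect; 0% = no-compound wells and -100% = no-enzyme wells; nearly all actives have a fitted effect of over 25% in size; some results filed as inactive show a strong effect at the top dose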
Target sequence (P00811 whole entry, looked up): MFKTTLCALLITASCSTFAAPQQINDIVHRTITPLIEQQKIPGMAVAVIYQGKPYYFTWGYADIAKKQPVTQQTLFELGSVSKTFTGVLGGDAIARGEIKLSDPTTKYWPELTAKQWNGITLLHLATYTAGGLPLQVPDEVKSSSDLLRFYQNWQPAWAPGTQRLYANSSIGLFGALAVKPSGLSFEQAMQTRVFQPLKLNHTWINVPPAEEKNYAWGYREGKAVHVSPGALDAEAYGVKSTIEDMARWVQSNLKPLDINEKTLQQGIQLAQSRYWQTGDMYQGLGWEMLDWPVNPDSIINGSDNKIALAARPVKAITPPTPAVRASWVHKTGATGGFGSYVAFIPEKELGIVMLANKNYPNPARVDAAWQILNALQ
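20 mM phosphate pH 7.0 + 0.01% (detergent screen) or 0.0001% Triton X-100; 5.3 nM AmpC reagent; cpd preinc 15 min RT; nitrocefin (800 uM stock) to start; A480 q20 s × 4 min; Activity was normalised to no-enzyme and no-compound control wells.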
AmpC inh no detg = inhibitors of E. coli AmpC beta-lactamase without detergent | P00811 | AmpC nitrocefin hydrolysis, absorbance 480 nm, 0.0001% Triton | Potency, µM (highest dose often 57.1 µM), inactives show top-dose activity change, negative = inhibition, usual class: inhibitors | actives 0.52% (n = 330,000);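 note: potency is the fitted concentration of half-maximal effect; plate controls were no compound for no effect and no enzyme for full effect; nearly all actives have a fitted effect of over 20% in size; some results filed as inactive show a strong effect at the top dose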
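AmpC (5.3 nM in the dispensed reagent) in 20 mM phosphate pH 7.0 with 0.01% (detergent screen) or 0.0001% Triton X-100 was preincubated with compounds for 15 min at room temperature. Nitrocefin was then added from an 800 uM solution, and hydrolysis was followed at 480 nm.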
AMA1 RON2 block = AMA1-RON2 (P. falciparum) interaction inhibition | AlphaScreen AMA1-biotinylated RON2 peptide binding | actives 0.2% (n = 360,000) | Potency, µM (doses to about 58.2 µM), for inactives: top-dose activity change, negative = inhibition, hits mostly inhibitors | AID 720542;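 note: potency is the fitted concentration of half-maximal effect; 0% = vehicle wells and -100% = peptide control; nearly all actives have a fitted effect of over 45% in size; some results filed as inactive show a strong effect at the top dose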
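AMA1 (3D7) with his tag at 25 nM final met compounds first, then biotinylated RON2 peptide at 25 nM; detection used donor plus acceptor beads, 10 µg/mL apiece, read by AlphaScreen after 30 min at room temperature.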
An asterisk follows results filed as active; u = inconclusive; x = not tested or not shown; & = joins results of further samples; [ ] = another dose, or the depositor's remark. Unless noted, calls come from the whole dose curve; as a rule, active = well fitted curve in the direction sought with a large enough effect; inconclusive = small, poorly fitted or top-dose-only effect, or another doubt; inactive = no such curve, though single readings can be large; an effect the other way counts as inactive or inconclusive. Unless noted, % is set by controls: 0 for no effect and ±100 for the full control effect.

SMILES	HCMV inh	Sm TGR inh	Giardia FBPA inh	AmpC detergent	AmpC inh no detg	AMA1 RON2 block
O=C(Cc1ccccc1)NC(NC(=O)Cc1ccccc1)c1cccc([N+](=O)[O-])c1	u	32.7%	-1.0%	-8.6%	-25.0%	7.5%
Cc1ccnc(N(C(=O)Nc2ccccc2)C2=NCC(C)(C)S2)c1	-34.0	11.7%	-12.7%	-2.1%	1.0%	76.5%[activator]
OCCC#Cc1c(-c2ccsc2)sc2ccccc12	-4.2	u	17.0%	-2.9%	-20.3%	3.5%
N#CC(=C1N=c2ccccc2=N1)c1c(O)[nH]c2ccccc12	x	-13.8%	-4.5%	2.2%	-8.2%	x
O=C(/C=C/c1ccc(OCCCF)cc1)NCc1ccc(Cl)cc1	14.9	-28.8%	0.9%	-1.3%	-23.7%	4.4%
CC(C)CNC(=S)N1CCC(NC(=O)C23CC4CC(CC(C4)C2)C3)CC1	24.1	9.2%	2.4%	-14.7%	-12.0%	-0.4%
COc1cc(C(=O)Nc2cccc(S(=O)(=O)NCc3ccco3)c2)cc(OC)c1OC	71.0	-15.8%	x	u	-37.5%	-11.5%
CC(=O)Nc1ccc(NC(=O)C(C)OC(=O)c2ccccc2C(=O)c2ccc(Cl)c([N+](=O)[O-])c2)cc1 (stereo not drawn)	-83.7*	-9.4%	0.0%	-9.8%	-32.4%	26.1%
COc1cc(N(Cc2ccccc2)Cc2ccccc2)c2ncn(C(C)C)c2c1	-87.1*	2.8%	x	14.2%	8.0%	u
COc1ccc(C(=O)N[C@H]2COC(C)(C)O[C@H]2c2ccccc2)cc1	-19.9	-19.6%	-3.1%	-12.5%	26.4%	-8.0%

Only HCMV inh, Sm TGR inh and Giardia FBPA inh, for some of the entries so far:
canonical_smiles | HCMV inh | Sm TGR inh | Giardia FBPA inh
CC(=O)Nc1ccc(NC(=O)C(C)OC(=O)c2ccccc2C(=O)c2ccc(Cl)c([N+](=O)[O-])c2)cc1 (stereo not drawn) | -83.7* | -9.4% | 0.0%
COc1cc(N(Cc2ccccc2)Cc2ccccc2)c2ncn(C(C)C)c2c1 | -87.1* | 2.8% | x

The listing picks up, starting 3 compounds before the break.
SMILES	HCMV inh	Sm TGR inh	Giardia FBPA inh	AmpC detergent	AmpC inh no detg	AMA1 RON2 block
CC(=O)Nc1ccc(NC(=O)C(C)OC(=O)c2ccccc2C(=O)c2ccc(Cl)c([N+](=O)[O-])c2)cc1 (stereo not drawn)	-83.7*	-9.4%	0.0%	-9.8%	-32.4%	26.1%
COc1cc(N(Cc2ccccc2)Cc2ccccc2)c2ncn(C(C)C)c2c1	-87.1*	2.8%	x	14.2%	8.0%	u
COc1ccc(C(=O)N[C@H]2COC(C)(C)O[C@H]2c2ccccc2)cc1	-19.9	-19.6%	-3.1%	-12.5%	26.4%	-8.0%
Cc1cc(C)n(CCc2nc3c4ccccc4nc(SCc4ccc(F)cc4)n3n2)n1	-4.0	-3.2%	x	-6.4%	x	x
COc1ccc(N2CCN(S(=O)(=O)c3c(C)nc4sccn4c3=O)CC2)cc1	15.1	0.6%	u	-8.5%	12.4%	-14.9%
Cc1ncc(CN2CCCC(CCC(=O)NCc3ccc(F)c(F)c3)C2)s1 (stereo not drawn)	-15.3	-5.5%[57.1 µM]	4.7%	0.3%	1.0%	-15.7%
Cc1ccc(NC(=O)c2ccc3nc[nH]c3c2)c(O)c1	111.4	7.4%	-1.2%	-10.9%	-31.9%	-22.7%
Nc1ccn(CC(=O)NCc2ccc3c(c2)OCO3)c(=O)n1	53.7	6.1%	x	0.9%	-6.1%	5.9%
Cc1ccc(CNC(=O)C(CC(C)C)NS(=O)(=O)c2ccc3c(c2)oc(=O)n3C)cc1 (stereo not drawn)	8.8	42.2%[activator]	x	14.5%	x	x
Cc1ccnc2nc(C(=O)OCCOc3ccccc3)nn12	u	6.1%	3.4%	-0.1%	-1.2%	3.1%
Clc1ccc(SCc2cn3ccccc3n2)cc1	-37.5	-0.7%	0.6%	u	-20.6%[11.4 µM]	-0.1%
O=[N+]([O-])/C(C(Cl)=C(Cl)Cl)=C(/Sc1ccccc1)N1CCCCC1	35.4	28.2µM*	-8.1%	0.9%	-21.6%	3.9%
CC(=O)[C@H]1[C@H]([C@H](O)[C@H](O)CO)O[C@](O)(C(=O)O)C[C@@H]1O	19.7	12.6µM*	x	u	-8.8%	4.3%
N#Cc1ccc(-c2csc(NC(=O)c3cc(-c4cccs4)nc4ccccc34)n2)cc1	-14.1	3.7%	2.3%	5.2%	-22.9%	-8.7%
Cc1ccc2nc3n(c(=O)c2c1)-c1ccccc1C(=O)NC3Cc1ccccc1 (stereo not drawn)	5.1	1.6%	x	5.3%	-26.9%	x
CCOC(=O)c1c(NC(NC(C)=O)C(Cl)(Cl)Cl)sc2c1CCCC2 (stereo not drawn)	u	-1.2%	-6.1%	1.7%	34.8%	8.8%[2.32 µM]
O=C1CSc2ccc(C(=O)NCC(c3ccco3)N3CCCCC3)cc2N1 (stereo not drawn)	-15.2	-35.4%	-2.1%	2.2%	-31.5%	5.4%
CN1CCN(C(c2cc3cc4c(cc3[nH]c2=O)OCCO4)c2nnnn2C2CCCC2)CC1 (stereo not drawn)	x	-3.8%	-0.8%	3.6%	-18.7%	x
Cn1nc(C(F)(F)F)c(CO)c1Sc1ccc(F)cc1	-21.9	2.4%	-2.2%	u	-9.7%	-17.3%
N#Cc1nc(-c2cccs2)oc1NCCc1ccccc1	17.7	25.1%	-4.2%	-11.4%	-35.4%	-11.6%
Cc1cccc(OCCC(=O)NNC(=O)c2ccoc2C)c1	-1.4	-11.6%	x	-6.6%	-5.6%	47.1%[activator]
C=CCn1c(SCC(=O)c2ccc(OC)cc2)nnc1-c1ccc2c(c1)OCO2	-14.8	-3.1%	-2.3%	u	60.4%[activator]	-0.4%
O=[N+]([O-])c1ccc(N2N=C(c3ccccc3)CC2c2ccccc2O)cc1 (stereo not drawn)	-63.4*	2.6%	3.2%	4.5%	-10.9%	x
CCN(CC)S(=O)(=O)c1ccc(S(=O)(=O)N(Cc2ccccn2)Cc2ccco2)cc1	-22.7	-20.9%	-5.7%	-11.8%	32.4%	2.5%
COc1ccc(C2N3CC4(C)CN2CC(C)(C3)C4=O)cc1OC (stereo not drawn)	22.0	0.0%	0.5%	u	-8.1%	2.6%
COc1ccc(CCNC(=O)C2CCN(C(=O)NC3CCCCC3)CC2)cc1	8.4	6.5%	4.6%	7.3%	-9.7%	-0.7%
COc1cccc(NC(=O)[C@H](C)NC(=O)C2CCN(S(=O)(=O)c3ccc(C)cc3)CC2)c1	-29.8	10.0%	5.0%	2.4%	21.7%	-16.1%
CN(C)c1ccc(C2=NOC(CN3C(=O)c4ccccc4S3(=O)=O)C2)cc1 (stereo not drawn)	71.2	1.1%	-12.5%	u	-28.7%	9.8%
Cc1ccc(S(=O)(=O)N2CCCC(C(=O)NCC(C)C)C2)cc1 (stereo not drawn)	-3.4	3.0%	2.6%	-1.7%	-10.1%	-5.3%
O=C(Nc1c(C(=O)N2CCN(c3ccccc3F)CC2)oc2ccccc12)c1ccco1	-34.9	0.2%	x	4.1%	x	x
CCN1CCCC1CNC(=O)C(=O)NC (stereo not drawn)	0.0	-2.9%	-7.3%	7.9%	-15.2%	30.4%[activator]
COCCCNC(=S)N/N=C/c1ccccc1O	-62.0*	-14.7%	13.3%	-0.1%	-32.2%	0.0%
O=C(N/N=C/c1cccc(OCC(=O)N2CCCC2)c1)C(=O)Nc1ccccc1F	-38.5	36.0%	0.1%	-9.2%	-19.1%	6.5%
CC(C)CCNC(=O)C1CCN(C(=O)N(C)C)CC1	-19.2	3.1%	0.4%	-0.6%	u	-1.1%
O=C(C1CC(=O)N(c2ccccc2)C1)N1CCN(c2ccccc2)CC1 (stereo not drawn)	49.6	-1.3%	x	-5.1%	60.2%[activator]	15.7%
O=C(N/N=C/c1ccccn1)c1cccc(NC(=O)c2ccc(Cl)cc2)c1	-69.8*	-21.2%	-9.8%	1.6%	-37.3%	63.2%[activator]
O=C1C(=O)c2ccc(-c3ccccc3)cc2-c2ccccc21	-99.0*	-7.9%	0.281µM*	-7.5%	-23.5%	4.0%
Fc1cccc(Cl)c1CSc1nnc(CNc2ccccc2)o1	44.9	-4.0%	-5.1%	6.3%	-23.0%	7.4%
Cc1cccc(N(CC(=O)NCc2ccccc2)S(C)(=O)=O)c1C	15.4	2.1%	x	13.7%	x	x
Cn1c2ccccc2c2cc(/C=N/NC(=O)c3cc(O)cc(O)c3)ccc21	-22.7	-8.6%	-10.7%	0.6%	15.8µM*	-14.3%
O=C(CN1CCCCC1)N/N=C/c1cccc(Cl)c1	2.3	3.5%	1.0%	1.8%	-20.2%	23.7%
CCOCc1c(C(=O)N2CCN(CCOc3ccc(Cl)cc3)CC2)oc2ccccc12	-23.9	-12.2%	x	u	205.7%[activator]	u
CCOC(=O)c1sc(C)c2c1NC(C)(c1cccs1)NC2=O (stereo not drawn)	1.8	2.2%	1.8%	-5.4%	-25.9%	0.0%
Cc1cc(=O)oc(C)c1C(=O)NCCC1=CCCCC1	30.5	-6.0%	-0.1%	-3.1%	-7.5%	-1.0%
O=C(O)c1ccc(Nc2ccc(F)c(F)c2)c([N+](=O)[O-])c1	12.1	5.4%	-5.9%	-6.4%	0.4%	-7.5%
CCN(CC)S(=O)(=O)c1cccc(N=Nc2c(O)c3ccccc3oc2=O)c1	-18.7	-5.5%	u	1.5%	-22.0%	-0.8%
O=C(O)c1ccc(CSc2nnc(-c3ccccc3Br)o2)cc1	5.5	7.9%	13.0%	u	-26.1%	-10.6%
CC(=O)NCCc1c[nH]c2ccccc12	x	-12.8%	-3.2%&-5.3%&9.9%	u	-17.0%	10.8%
COc1ccc(Nc2nc3ccccc3nc2-n2nc(C)cc2C)cc1	u	-6.8%	0.3%	2.7%	-10.3%	60.4%[activator]
O=C(NCCOc1ccc(F)cc1)c1ccccc1SCc1ccccc1	-61.8*	-4.2%	-0.3%	-7.4%	-16.3%	-2.6%
COc1ccc(S(=O)(=O)N2CCN(c3ccc(C)cc3C)CC2)cc1OC	-24.4	4.1%	5.2%	-12.2%	-87.5%	-14.0%
COC(=O)C1=C(c2c(C)noc2C)C[C@@H]2CC[C@H]1N2C(=O)N1CCC(O)CC1	-18.4	-9.9%	x	0.8%	-6.1%	-0.2%
CCN(CCC(=O)Nc1cc(OC)cc(OC)c1)Cc1ccccc1	-10.9	-34.2%	u	-8.1%	11.0%	9.6%

(list continues)
SMILES	HCMV inh	Sm TGR inh	Giardia FBPA inh	AmpC detergent	AmpC inh no detg	AMA1 RON2 block
CCNc1nc(SCC(=O)Nc2ccc(Cl)c(Cl)c2)nc(N(C)C)n1	59.0	0.3%	1.4%	-7.6%	-23.0%	8.7%
CCOC(=O)CSc1nc(C(C)(C)C)cc(C(F)(F)F)c1C#N	0.2	2.9%	1.5%	2.0%	-21.1%	34.8%[activator]
COc1ccc(NC(=S)N(CCCN2CCCC(C)C2)Cc2cccs2)cc1 (stereo not drawn)	-22.6	-3.5%	u	u	-18.8%	-15.2%
COc1cccc(NC(=O)CN(C)C(=O)CCCNC(=O)c2ccc(Cl)cc2)c1	0.0	-1.6%	x	u	18.5%	0.9%[11.6 µM]
